HPDE-C7K KRASV12 – cytotoxicity in KRAS-transformed pancreatic duct cells, primary screen, cell-based, fluorescence, HTS (AID 431); one-dose cytotoxicity, % at 10 µM; EC50 in µM for titrated hits; hit rate 1.7% among 63,000; HPDE-C7K KRASV12 cells, Alamar Blue viability, 48 h; higher % means a stronger effect;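 active = compounds whose percent cytotoxicity in the single-dose primary screen, scaled between solvent and toxic-drug controls, exceeds 50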;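 also: 0% = DMSO solvent wells and 100% = doxorubicin-treated wells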
Bfl-1 displacement – displacement of Bid BH3 peptide from Bfl-1 – biochemical, fluorescence polarization, FITC-Bid, mouse, primary screen (AID 432). displacement, % at 20 µM, or IC50 in µM where a hit was titrated. hit rate 0.02% among 64,000. FITC-Bid BH3 peptide fluorescence polarization displacement; higher % means a stronger effect; in the data active = a potency from the dose series; inactive = the rest, 99 in 100 with displacement below about 15%; also: strong numbers were not always called active
HT1080 viability – HT1080 cell viability loss – fluorescence readout (AID 620) | HT1080 viability, fluorescence; higher % means a stronger effect | cytotoxicity, % at 10 µM; hits with a dose series show EC50 in µM | hit rate 0.42% among 87,000;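 also: cells exposed to compound overnight then 4 h with Alamar Blue; 0% = vehicle DMSO and 100% = killing control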
LYP inhibition – inhibition of human PTPN22 tyrosine phosphatase – biochemical, DiFMUP fluorescence, recombinant catalytic domain, 10 µM, primary screen (AID 606); recombinant LYP catalytic domain, DiFMUP fluorescence; higher % means a stronger effect; one-dose inhibition, % at 10 µM; IC50 in µM for titrated hits; 52,000 tested, under 10 active;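 active = IC50 under 40 µM in the dose-response test; inactive = IC50 of 40 µM or more, or never dose-tested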
Spn MK inh – blocks S. pneumoniae mevalonate kinase | hit rate 0.48% among 65,000 | purified MK, PK/LDH-coupled NADH absorbance 340 nm | inhibition, % at 10 µM | AID 555;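 active = ranked among the strongest by inhibition in the single 10 µM screen, a fixed top-ranked set picked for dose follow-up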; also: no value below 0 was filed
PMK inhibit – blocks S. pneumoniae phosphomevalonate kinase; purified PMK, PK/LDH-coupled NADH absorbance 340 nm; inhibition, % at 10 µM; hit rate 0.49% among 65,000;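 active = top-ranked compounds by inhibition in the single 10 µM screen, taking a fixed number of the strongest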;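 also: 0% = full reaction with DMSO carrier and 100% = background rate without enzyme reaction; no value below 0 was filed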
HPDE-C7 viability – HPDE-C7 pancreatic duct cell viability loss – fluorescence, HTS (AID 430) | one-dose cytotoxicity, % at 10 µM; EC50 in µM for titrated hits | hit rate 1.8% among 63,000 | HPDE-C7 pancreatic duct cells viability, fluorescence; higher % means a stronger effect;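 also: cells exposed to compound for 48 hours before viability readout; 0% = vehicle and 100% = reference cytotoxic drug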
TNAP inhibition – human TNAP enzyme inhibitors, biochemical, luminescent (AID 518); purified TNAP enzyme, luminescent substrate readout; higher % means a stronger effect; one-dose inhibition, % at 20 µM; IC50 in µM for titrated hits; hit rate 0.09% among 64,000; in the data active = a potency from the dose series; inactive = the rest, 99 in 100 with inhibition below about 22%;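 also: plate controls were vehicle for no effect and reference inhibitor for full effect; many of its hits are not listed in these tables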
DPM-DC inhibit – S. pneumoniae DPM-DC inhibition; AID 556; hit rate 0.49% among 65,000; calls only at 10 µM; purified DPM-DC, PK/LDH coupled NADH fluorescence;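 active = the 320 compounds with the highest percent inhibition in the single-dose primary screen, excluding strongly autofluorescent ones, cut at about 32% in these data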;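 also: kinetic rate of NADH fluorescence loss reporting ADP formed by the decarboxylase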
PMK inhibit pilot replicates – recorded beside PMK inhibit, whose call it bears; inhibition, %; measured here: pilot screen replicates
Spn MK inh pilot replicates – also measured in Spn MK inh; calls as there; inhibition, %; measured here: pilot screen replicates
DPM-DC inhibit pilot screen % – further read-out of DPM-DC inhibit, marked with its call; inhibition, %; measured here: pilot screen trials
The depositor's hits bear a star. Rule as the data show it, unless noted: active = cytotoxicity above about 50%; inactive = the rest.

For COC(=O)c1c(C)oc2cc(Br)c(OCC(=O)C(C)(C)C)cc12 the results were HPDE-C7K KRASV12 -1%, Bfl-1 displacement -1%, HT1080 viability -4%, LYP inhibition 8%, Spn MK inh 6, PMK inhibit 0, HPDE-C7 viability 6%, TNAP inhibition 3% and DPM-DC inhibit inactive.
Screening COc1cccc(N2CCN(CC(=O)NCc3cccs3)CC2)c1 returned HPDE-C7K KRASV12 -10%, Bfl-1 displacement -2%, HT1080 viability -4%, LYP inhibition -10%, Spn MK inh 0, PMK inhibit 7, HPDE-C7 viability -11%, TNAP inhibition 6%, DPM-DC inhibit inactive, PMK inhibit pilot replicates 2.5, Spn MK inh pilot replicates 1.0 and DPM-DC inhibit pilot screen % 2.0.
For CC1CC(=O)C2=C(C1)OC(N)=C(C#N)C2c1coc2ccccc2c1=O (configuration not stated) the results were HPDE-C7K KRASV12 1%, Bfl-1 displacement 1%, HT1080 viability 6%, LYP inhibition 0%, Spn MK inh 21, PMK inhibit 16, HPDE-C7 viability -3%, TNAP inhibition 13%, DPM-DC inhibit inactive, PMK inhibit pilot replicates 2.5, Spn MK inh pilot replicates 0.0 and DPM-DC inhibit pilot screen % 2.5.
Cc1ccc(NC(=O)Cn2nnc(C(=O)NCc3ccccc3)c2N)cc1C was read as HPDE-C7K KRASV12 4%, Bfl-1 displacement -6%, HT1080 viability 2%, LYP inhibition 13%, Spn MK inh 0, PMK inhibit 0, HPDE-C7 viability -4%, TNAP inhibition 0% and DPM-DC inhibit inactive.
For COCCNc1nnc(SCC(=O)c2ccc3c(c2)OCO3)s1 the results were HPDE-C7K KRASV12 0%, Bfl-1 displacement -4%, HT1080 viability 1%, Spn MK inh 10, PMK inhibit 0, HPDE-C7 viability -4%, TNAP inhibition 10% and DPM-DC inhibit inactive.
For N#Cc1cn(CC(=O)NCc2cccnc2)c2ccccc12 the results were HPDE-C7K KRASV12 -6%, Bfl-1 displacement -6%, HT1080 viability 2%, LYP inhibition -8%, Spn MK inh 8, PMK inhibit 4, HPDE-C7 viability -17%, TNAP inhibition 8% and DPM-DC inhibit inactive.
CC1(C)Cc2[nH]c(=O)c(C#N)cc2CS1 was read as HPDE-C7K KRASV12 1%, Bfl-1 displacement -3%, HT1080 viability 8%, LYP inhibition 13%, Spn MK inh 12, PMK inhibit 7, HPDE-C7 viability 15%, TNAP inhibition 11% and DPM-DC inhibit inactive.
COc1ccc(NC(=O)CSc2nnc(-c3ccccn3)n2N)c(OC)c1 was read as HPDE-C7K KRASV12 8%, Bfl-1 displacement 5%, HT1080 viability 4%, LYP inhibition 1%, Spn MK inh 11, PMK inhibit 2, HPDE-C7 viability 19%, TNAP inhibition -1% and DPM-DC inhibit inactive.
For CCCC(=O)Nc1ccc(OCC(O)CNC(C)C)c(C(C)=O)c1 (configuration not stated) the results were HPDE-C7K KRASV12 -2%, Bfl-1 displacement -9%, HT1080 viability 5%, LYP inhibition 24%, Spn MK inh 7, PMK inhibit 6, HPDE-C7 viability -6%, TNAP inhibition 16%, DPM-DC inhibit inactive, PMK inhibit pilot replicates 2.0, Spn MK inh pilot replicates 5.0 and DPM-DC inhibit pilot screen % 2.0.
Cc1cc(C(=O)Cn2nnc3ccccc3c2=O)c(C)n1-c1c(C)n(C)n(-c2ccccc2)c1=O was read as HPDE-C7K KRASV12 -12%, Bfl-1 displacement 6%, HT1080 viability -3%, LYP inhibition 12%, Spn MK inh 2, PMK inhibit 22, HPDE-C7 viability -6%, TNAP inhibition 2% and DPM-DC inhibit inactive.
Screening O=C(c1ccccc1/S(=N/S(=O)(=O)c1ccccc1)N1CCOCC1)N1CCOCC1 (configuration not stated) returned HPDE-C7K KRASV12 -2%, Bfl-1 displacement -3%, HT1080 viability 14%, LYP inhibition 15%, Spn MK inh 10, PMK inhibit 4, HPDE-C7 viability 0%, TNAP inhibition 7% and DPM-DC inhibit inactive.
`O=C(CN1C(=O)c2ccccc2S1(=O)=O)N1CCN(c2ccccc2)CC1` gave HPDE-C7K KRASV12 2%, Bfl-1 displacement -5%, HT1080 viability 0%, LYP inhibition -14%, Spn MK inh 9, PMK inhibit 9, HPDE-C7 viability 4%, TNAP inhibition -1% and DPM-DC inhibit inactive.

A draw from above in order of molar mass, smallest number first:
Screening COc1cccc(N2CCN(CC(=O)NCc3cccs3)CC2)c1 returned HPDE-C7K KRASV12 -10%, Bfl-1 displacement -2%, HT1080 viability -4%, LYP inhibition -10%, Spn MK inh 0, PMK inhibit 7, HPDE-C7 viability -11%, TNAP inhibition 6%, DPM-DC inhibit inactive, PMK inhibit pilot replicates 2.5, Spn MK inh pilot replicates 1.0 and DPM-DC inhibit pilot screen % 2.0.
`O=C(CN1C(=O)c2ccccc2S1(=O)=O)N1CCN(c2ccccc2)CC1` gave HPDE-C7K KRASV12 2%, Bfl-1 displacement -5%, HT1080 viability 0%, LYP inhibition -14%, Spn MK inh 9, PMK inhibit 9, HPDE-C7 viability 4%, TNAP inhibition -1% and DPM-DC inhibit inactive.
Cc1cc(C(=O)Cn2nnc3ccccc3c2=O)c(C)n1-c1c(C)n(C)n(-c2ccccc2)c1=O was read as HPDE-C7K KRASV12 -12%, Bfl-1 displacement 6%, HT1080 viability -3%, LYP inhibition 12%, Spn MK inh 2, PMK inhibit 22, HPDE-C7 viability -6%, TNAP inhibition 2% and DPM-DC inhibit inactive.

The listing continues:
`CCC(=O)N1CCc2cc(S(=O)(=O)NC(C(=O)Nc3cccc(C)n3)C(C)C)ccc21` (configuration not stated) gave Bfl-1 displacement -8%, HT1080 viability -6%, LYP inhibition 14%, Spn MK inh 1, PMK inhibit 17, TNAP inhibition 7% and DPM-DC inhibit inactive.
`CCOC(=O)c1c(C)[nH]c(C(=O)OCc2c(C)noc2C)c1C` gave HPDE-C7K KRASV12 -11%, Bfl-1 displacement -4%, HT1080 viability -8%, LYP inhibition 19%, Spn MK inh 15, PMK inhibit 0, HPDE-C7 viability -14%, TNAP inhibition 5% and DPM-DC inhibit inactive.
For O=C(/C=C/N1CCOCC1)c1cc2ccccc2o1 the results were HPDE-C7K KRASV12 -11%, Bfl-1 displacement -9%, LYP inhibition -10%, Spn MK inh 9, PMK inhibit 0, HPDE-C7 viability -14%, TNAP inhibition 1% and DPM-DC inhibit inactive.
For CCOC(=O)CNc1nc(-c2ccncc2)nc2ccccc12 the results were HPDE-C7K KRASV12 14%, Bfl-1 displacement -2%, HT1080 viability 4%, Spn MK inh 8, PMK inhibit 10, HPDE-C7 viability 13%, TNAP inhibition 8% and DPM-DC inhibit inactive.
COc1cccc(-n2c(C)c(C(C)=O)c(C(C)=O)c2C)c1 was read as HPDE-C7K KRASV12 -8%, Bfl-1 displacement -11%, HT1080 viability -2%, LYP inhibition 9%, Spn MK inh 14, PMK inhibit 0, HPDE-C7 viability -3%, TNAP inhibition 12% and DPM-DC inhibit inactive.
Screening O=S1(=O)CCC(NS(=O)(=O)c2cccc3cccnc23)C1 (configuration not stated) returned HPDE-C7K KRASV12 -10%, Bfl-1 displacement -9%, HT1080 viability 7%, LYP inhibition 10%, Spn MK inh 1, PMK inhibit 4, HPDE-C7 viability 1%, TNAP inhibition 6% and DPM-DC inhibit inactive.
For O=C(NCC1CCCO1)c1ccc2c(=O)n(CCc3ccccc3)c(=O)[nH]c2c1 (configuration not stated) the results were HPDE-C7K KRASV12 -13%, Bfl-1 displacement 1%, HT1080 viability 3%, LYP inhibition 2%, Spn MK inh 4, PMK inhibit 20, HPDE-C7 viability -22%, TNAP inhibition 12% and DPM-DC inhibit inactive.
Screening CC(=O)c1nnn(-c2nc(N)nc(N(c3ccccc3)c3ccccc3)n2)c1C returned HPDE-C7K KRASV12 12%, Bfl-1 displacement 11%, HT1080 viability 0%, LYP inhibition 6%, Spn MK inh 0, PMK inhibit 12, HPDE-C7 viability -3%, TNAP inhibition 2% and DPM-DC inhibit inactive.
`Cc1cccn2c(=O)c3cc(C(=O)NC4CCCCC4)c(=N)n(CCN4CCOCC4)c3nc12` gave HPDE-C7K KRASV12 -13%, Bfl-1 displacement 0%, HT1080 viability 11%, LYP inhibition -22%, Spn MK inh 0, PMK inhibit 9, HPDE-C7 viability -15%, TNAP inhibition 4% and DPM-DC inhibit inactive.
For O=C(Nc1nc2c(s1)CCCC2)c1cccs1 the results were HPDE-C7K KRASV12 2%, Bfl-1 displacement -3%, HT1080 viability -13%, LYP inhibition 4%, Spn MK inh 9, PMK inhibit 8, HPDE-C7 viability 8%, TNAP inhibition 5% and DPM-DC inhibit inactive.
C=C(C)CSc1nc2nc(C)cc(C)n2n1 was read as HPDE-C7K KRASV12 4%, Bfl-1 displacement 0%, HT1080 viability 3%, LYP inhibition 3%, Spn MK inh 7, PMK inhibit 1, HPDE-C7 viability 9%, TNAP inhibition 6% and DPM-DC inhibit inactive.
For COc1ccccc1C1N(c2ccc(Cl)cc2)C(=O)C2CCCN21 (configuration not stated) the results were Bfl-1 displacement -6%, HT1080 viability -2%, LYP inhibition 4%, Spn MK inh 6, PMK inhibit 7, TNAP inhibition 3% and DPM-DC inhibit inactive.
For CC(=O)c1cccc(OCCN2C(=O)NC(C)(C)C2=O)c1 the results were HPDE-C7K KRASV12 -6%, Bfl-1 displacement -2%, HT1080 viability -7%, LYP inhibition 21%, Spn MK inh 9, PMK inhibit 10, HPDE-C7 viability -3%, TNAP inhibition 8% and DPM-DC inhibit inactive.
Cc1nn(CC(=O)Nc2ccc3c(c2)nc(CN2CCCCC2)n3C)c(=O)c2ccccc12 was read as HPDE-C7K KRASV12 -1%, Bfl-1 displacement -7%, HT1080 viability -3%, LYP inhibition 2%, Spn MK inh 6, PMK inhibit 6, HPDE-C7 viability 1%, TNAP inhibition 4% and DPM-DC inhibit inactive.
`Cc1cccc(NC(=O)Cn2c(=O)n(Cc3ccco3)c(=N)c3c4c(sc32)COC(C)(C)C4)c1` gave HPDE-C7K KRASV12 11%, Bfl-1 displacement 2%, HT1080 viability 2%, LYP inhibition 9%, Spn MK inh 6, PMK inhibit 10, HPDE-C7 viability -2%, TNAP inhibition 3% and DPM-DC inhibit inactive.
O=C(CN1CCN(S(=O)(=O)c2ccc(Br)cc2)CC1)Nc1ccc(F)cc1F was read as HPDE-C7K KRASV12 -1%, Bfl-1 displacement -1%, HT1080 viability 25%, LYP inhibition 9%, Spn MK inh 0, PMK inhibit 2, HPDE-C7 viability -8%, TNAP inhibition 18% and DPM-DC inhibit inactive.
COCCN(CCOC)S(=O)(=O)c1ccc(C(=O)Nc2nc(C)c(C(C)=O)s2)cc1 was read as HPDE-C7K KRASV12 -1%, Bfl-1 displacement 2%, Spn MK inh 4, PMK inhibit 10, HPDE-C7 viability -5%, TNAP inhibition 11% and DPM-DC inhibit inactive.
CCn1ncc(Br)c1C(=O)Nc1sc2c(c1C(N)=O)CCC2 was read as HPDE-C7K KRASV12 -2%, Bfl-1 displacement -4%, HT1080 viability 11%, LYP inhibition 15%, Spn MK inh 2, PMK inhibit 1, HPDE-C7 viability 0%, TNAP inhibition 3% and DPM-DC inhibit inactive.
Screening COc1ccc(Cn2nnnc2CN2CCC(c3nc4ccccc4s3)CC2)cc1 returned HPDE-C7K KRASV12 -21%, Bfl-1 displacement -10%, HT1080 viability 13%, LYP inhibition 10%, Spn MK inh 8, PMK inhibit 6, HPDE-C7 viability -10%, TNAP inhibition 12% and DPM-DC inhibit inactive.
